# Giardia FBPA inh = qHTS Assay for Inhibitors of Fructose-1,6-bisphosphate Aldolase from Giardia Lamblia; A8B2U2; purified Giardia FBPA; Potency, µM (highest dose often 59.6 µM), without a hit: at the highest dose activity, negative = inhibition, hits mostly inhibitors; hit rate 0.71% among 290,000; note: potency is the fitted concentration of half-maximal effect; % is set by controls: 0 for no effect and ±100 for the full control effect; nearly all actives have a fitted effect of over 55% in size
# Target sequence (A8B2U2 whole entry, looked up): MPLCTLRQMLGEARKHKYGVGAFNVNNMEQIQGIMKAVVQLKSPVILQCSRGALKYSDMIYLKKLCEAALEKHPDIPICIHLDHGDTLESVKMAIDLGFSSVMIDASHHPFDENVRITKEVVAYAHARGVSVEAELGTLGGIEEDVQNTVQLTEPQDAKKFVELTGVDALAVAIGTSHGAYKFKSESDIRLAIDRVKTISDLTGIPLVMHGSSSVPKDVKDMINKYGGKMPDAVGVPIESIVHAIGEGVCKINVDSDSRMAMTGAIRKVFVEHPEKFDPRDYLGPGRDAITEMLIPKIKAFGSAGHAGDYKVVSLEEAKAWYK
#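 40 nM FBPA preincubated 10 min at RT with compound (up to 57.5 uM final), then substrate plus GAPDH/TPI/NAD/arsenate coupling and diaphorase/resazurin added. Fluorescence read after 20 min at RT, 525/598 nm.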
# CHX counter = Cycloheximide Counterscreen for Small Molecule Inhibitors of Shiga Toxin | cell reporter, cycloheximide protein synthesis inhibition counterscreen | max response, % | hit rate 12% among 300,000 | AID 2314, 2010; in the data active = max response mostly above about 13%, no sharp cut-off; inactive = mostly below about 14%; note: read at 38.3 µM for the half of the compounds with a filed dose; 0% is about no effect
# Shiga toxin inh = A qHTS for Small Molecule Inhibitors of Shiga Toxin; Vero cells, Shiga toxin protein synthesis inhibition reporter; inhibition, % at 38.7 µM; hit rate 9.2% among 290,000; in the data active = inhibition mostly above about 28%, no sharp cut-off; inactive = mostly below about 43%; note: 0% is about no effect
# Pf growth 96h = Primary qHTS for delayed death inhibitors of the malarial parasite plastid, 96 hour incubation; AID 504834, 2011; P. falciparum luciferase reporter growth, 96 h; Potency, µM (doses to about 28.7 µM), for the others: at the top dose activity change, negative = inhibition, usual class: inhibitors; hit rate 6.9% among 320,000; note: potency is the fitted concentration of half-maximal effect; % is set by controls: 0 for no effect and ±100 for the full control effect
#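 P. falciparum expressing integrated firefly luciferase grown in erythrocytes (2% hematocrit, 0.05% parasitemia final) with compounds for 96 hours at 37 C, 5% CO2. Growth inhibition read as loss of luminescence after adding luciferase detection reagent.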
# Pf growth 48h = Primary qHTS for delayed death inhibitors of the malarial parasite plastid, 48 hour incubation | hit rate 5.9% among 310,000 | AID 504832, 2011 | P. falciparum luciferase growth in erythrocytes, 48 h | Potency, µM (highest dose often 28.7 µM), without a hit: at the highest dose activity change, negative = inhibition, usual class: inhibitors; note: potency is the fitted concentration of half-maximal effect; % is set by controls: 0 for no effect and ±100 for the full control effect
#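 Cell-based growth assay: transgenic P. falciparum expressing firefly luciferase, cultured in red cells within RPMI 1640 containing 0.5% w/v Albumax, 24 mM bicarbonate and gentamycin. A drop in luciferase activity indicates inhibition.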
# Sm TGR block = qHTS Assay for the Inhibitors of Schistosoma Mansoni Peroxiredoxins | purified TGR, DTNB reduction, TNB absorbance 405 nm | Schistosoma mansoni thioredoxin glutathione reductase (TGR), Q962Y6 | hit rate 3% among 360,000 | AID 485364, 2010 | Potency, µM (highest dose often 114 µM), without a hit: at the top dose activity change, negative = inhibition, actives largely listed as inhibitors; note: potency is the fitted concentration of half-maximal effect; % is set by controls: 0 for no effect and ±100 for the full control effect; nearly all actives have a fitted effect of over 60% in size
#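 First, TGR (20 nM dispensed) and NADPH were mixed with compound. Second, a 15 min room-temperature incubation followed. Third, further NADPH and then DTNB were added to start the reaction. Finally, TNB absorbance was monitored kinetically.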
# Active calls of the source: *; ? = inconclusive; / = no result given; [ ] = remark or other dose. Unless noted, calls come from the whole dose curve; as a rule, active = well fitted curve in the direction sought with a large enough effect; inconclusive = small, poorly fitted or top-dose-only effect, or another doubt; inactive = no such curve, though single readings can be large; an effect the other way counts as inactive or inconclusive.
# The line under a structure holds: Giardia FBPA inh	CHX counter	Shiga toxin inh	Pf growth 96h	Pf growth 48h	Sm TGR block
Cc1cc(C(=O)CSc2nnnn2C)c(C)n1-c1cccc(F)c1
    -21%	40*	122*	?	91%[activator]	0%
COc1cccc(CNC(=O)CCC2CCCN(C(=O)c3cccnc3SC)C2)c1 (stereo unspecified)
    /	8	18	-12%	4%	6%
CC(=O)c1ccc(NC(=O)C[n+]2ccc(N(C)C)cc2)cc1
    ?	-3	10	?	?	1%
C=CS(=O)(=O)c1sc(Cl)c(N2CCOCC2)c1[N+](=O)[O-]
    -3%	16*	21	-13%	-7%	0.1µM*
CCn1c(SCC(N)=O)nnc1C(C)C
    8%	-2	-13	8.3µM*	13%	-1%
CC(C)[C@H](NC(N)=O)C(=O)Nc1cccc(S(=O)(=O)N2CCOCC2)c1
    -3%	-5	-7	-20%[1.15 µM]	9%	0%
CC1(C)CC(NS(=O)(=O)c2ccc(C(C)(C)C)cc2)CC(C)(C)N1
    6%	-2	-11	296%[activator]	3%	1%
O=C(c1ccccc1)c1ccc(C(=O)N2CCN(c3ccccc3Cl)CC2)cc1
    /	/	/	-13%	4%	-1%
Cc1nc2ncnn2c(C)c1CCC(=O)N1CCN(c2ccccn2)CC1
    -3%	-1	8	23%	-9%	14%
CCOC(=O)c1c(C)c(-c2ccccc2)n(CC(=O)NCCC(C)C)c1C
    5%	-1	-2	?	?	-1%
O=C(Nc1ccc(CN2CCOCC2)cc1)c1ccc(-c2ccc(Cl)cc2Cl)o1
    -12%	8	-7	-4%	2.1µM*	50µM*
COC(=O)c1ccc(OC)c(CSc2nnc(COc3ccc(OC)cc3)o2)c1
    13%	6	14	8%	?	3%
COc1cc(C(=O)NCc2cc(C)nc3ccccc23)cc(OC)c1OC
    12%	10	17	-25%	?	4%
Cc1ccc2[nH]c(=O)c(CN(CC3CCCO3)S(=O)(=O)c3c(C)ccc4nsnc34)cc2c1 (stereo unspecified)
    1%	2	4	?	?	-27%
Cc1ccc(NC(=O)C(=O)Nc2ccc(C)cn2)nc1
    1%	50*	85*	?	84%[activator]	0%

# Some of the entries above, reformatted.
SMILES | Giardia FBPA inh | CHX counter | Shiga toxin inh | Pf growth 96h | Pf growth 48h | Sm TGR block
Cc1ccc2[nH]c(=O)c(CN(CC3CCCO3)S(=O)(=O)c3c(C)ccc4nsnc34)cc2c1 (stereo unspecified) | 1% | 2 | 4 | ? | ? | -27%
Cc1ccc(NC(=O)C(=O)Nc2ccc(C)cn2)nc1 | 1% | 50* | 85* | ? | 84%[activator] | 0%

# Next part.
# The line under a structure holds: Giardia FBPA inh	CHX counter	Shiga toxin inh	Pf growth 96h	Pf growth 48h	Sm TGR block
CC(=O)c1cccc(Nc2ccc(-c3ccccc3F)nn2)c1
    -10%	38*	94*	6%	304%[activator]	0%
CCOc1ccc(S(=O)(=O)N2CCC(C(=O)NCc3cccnc3)CC2)cc1
    10%	0	-3	?	-27%	-10%
Cc1ccccc1N1CCN(CCCN2C(=O)C3CCCCN3C2=O)CC1 (stereo unspecified)
    -15%	-1	-6	7%	2%	-13%
CC(C(=O)c1ccc(-c2ccccc2)cc1)[n+]1cccc(NC(=O)c2ccccc2)c1 (stereo unspecified)
    -1%	7	-13	-51%	?	0%
CC/C(=N\OC(=O)c1ccc(OC(C)C)cc1)c1ccc(C)cc1
    -3%	0	18	15µM*	/	2%
NC(N)=NCCCc1cn(CC(=O)N2CCNCC2)nn1
    -2%	1	-9	50%[activator]	34%[activator]	5%
CCOc1ccc(CNC(=O)Cn2c(=O)c3cccn3c3ccccc32)cc1
    18%	-6	-7	?	13%	-17%
Cc1ccc(CNC(=O)CCS(=O)(=O)c2cccc3nsnc23)cc1
    0%	-2	-10	-23%	-6%	-8%
Cc1ccc(Cl)cc1N1CCN(C(=O)c2ccc3c(c2)CCN3S(C)(=O)=O)CC1
    /	2	-9	-39%	?	0%
CCOCCCNCC(=O)Nc1ccc(S(=O)(=O)NC(C)CC)cc1 (stereo unspecified)
    ?	4	-18	18%	14%	11%
O=C(NCC1CCN(Cc2cccc(Cl)c2)CC1)Nc1ccc(Cl)cc1
    -1%	2	-2	6%	12%[0.00184 µM]	2%
COC(=O)Cc1csc(NC(=O)CSc2nnc3ccccn23)n1
    1%	21	-12	?	-14%	0%
Cc1cc(NC(=O)Cc2csc(-c3ccccc3)n2)ccc1Br
    0%	0	46	26%	2%	-1%
Cc1cc(C(F)(F)F)cc(NNC(=O)NC(=O)c2ccccc2Cl)n1
    1%	1	-5	48%[activator]	38%[activator]	23%
CC(C)c1ccc(NC(=O)C(c2ccccc2)N(C)C(=O)c2cnccn2)cc1 (stereo unspecified)
    -1%	1	-8	?	?	-5%
N#Cc1ccc[n+](CC(=O)c2ccc(NC(=O)c3ccccc3)cc2)c1
    -10%	14	32*	9%	?	-20%
O=C(NCCc1nnc2ccc(NCCCN3CCOCC3)nn12)c1ccccc1
    /	-4	-11	7%	6%	2%
COc1cc(/C=N/NC(=O)CN2CC(c3ccccc3)CC2=O)ccc1OC(=O)N(C)C (stereo unspecified)
    2%	-3	12	13%	-2%	8%
Cc1ccc2nc(-c3ccncc3)c(NC3CCCC3)n2c1
    1%	6	5	?	-24%	0%
Cc1ccc(-n2c(SCC(=O)Nc3cc(C)on3)nc3c(c2=O)SC(C)C3)cc1 (stereo unspecified)
    -11%	1	12	?	0.83µM*	-5%
COc1c(O[C@H]2O[C@@H](CO)[C@@H](O)[C@@H](O)[C@@H]2O)cc2c(c1OC)-c1ccc(SC)c(=O)cc1[C@H](NC(C)=O)CC2
    -2%[21.7 µM]	/	/	-2%[12.8 µM]	4%[12.8 µM]	/
COCCCNc1nc2ccccc2nc1NS(=O)(=O)c1ccc(F)cc1
    1%	-1	2	-3%	/	2%
CCOC(=O)/C(C#N)=C/c1c(N2CCN(c3ccc(OC)cc3)CC2)nc2c(C)cccn2c1=O
    -14%	2	2	12µM*	9.3µM*	-3%
CCC/C(C)=N/NC(=O)c1ccccc1O
    -1%	27*	105*	?	-11%	3%
O=c1c(Cl)c(N2CCC3(CC2)OCCO3)cnn1C12CC3CC(CC(C3)C1)C2
    2%	-4	4	?	?	-21%
CCOC(=O)c1cc2c(N)c(C(=O)c3ccc(Br)cc3)sc2[nH]c1=O
    -1%	5	-12	35%[activator]	15%	/
Cc1c(C(=O)O)cc(C(C)(C)C)n1CCSCCO
    4%	-1	-8	-1%	54%[activator]	6%
CCOC(=O)CSc1cc(C)nc(N)n1
    1%	7	42	/	8%	3%
COCCNC(=S)N/N=C(\C)CCc1ccc2c(c1)OCO2
    ?	1	6	?	?	?
C=CCn1c(-c2ccoc2C)n[nH]c1=S
    3%	5	5	/	7%	7%
COc1ccc(NC2=C(NCCO)C(=O)c3ccccc3C2=O)cc1
    ?	53*	81*	?	7.4µM*	-3%
CCOC(=O)c1cnc2ccc(Cl)cc2c1Nc1ccc(S(=O)(=O)Nc2ncccn2)cc1
    -22%	-2	-10	9%	0%	2%
C=CCN1C(=O)/C(=C\c2ccc(OC(=O)c3ccco3)c(OC)c2)SC1=S
    -2%	27*	41	?	-26%	5%
Cc1cc(C)c(-c2cc(C)nc3ncnn23)c(C)c1
    0%	3	17	42%[activator]	12%	1%
COC(=O)c1ccc(NC(=O)c2cccc(Cl)c2)o1
    0%	24*	58*	56%[activator]	52%[activator]	0%
CN(Cc1ccccc1)C(=O)CN1C(=O)C2C3C=CC(C3)C2C1=O (stereo unspecified)
    2%	-2	7	?	-3%	-3%
Cc1c(C(=O)NCCN2CCOCC2)oc2ccc(S(=O)(=O)N3CCCCCC3)cc12
    7%	1	-15	?	?	-12%
Cc1cccc(-n2c(SCC(=O)O)nc3sc4c(c3c2=O)CCC4)c1
    23%	1	-6	0%	-5%	11%
CCCCC1=CC2=CC(=O)C(C)(OC(=O)CC)C(=O)C2=CN1C1CCCC1 (stereo unspecified)
    ?	-7	-9	?	?	-14%
CCn1c(SCC(=O)N2CCCC(C)C2)nnc1-c1ccco1 (stereo unspecified)
    4%	1	45	?	12%	-4%
O=C(CCc1nc2ccccc2s1)OCC(=O)N1CCN(C(=O)c2ccco2)CC1
    -1%	2	14	/	3%	-16%
CC(COc1ccc(/C=C/c2ccccc2)cc1)[N+](C)(C)C (stereo unspecified)
    1%	/	/	0.93µM*	1.3µM*	-20%
Cc1[nH]c(=O)[nH]c(=O)c1S(=O)(=O)N1CCCC(C(=O)NCc2ccc3c(c2)OCO3)C1 (stereo unspecified)
    3%	-4	13	?	?	-4%
COc1ccc2nc(NC(=O)c3cnccn3)sc2c1
    6%	31*	119*	/	30%	-3%
C=CCn1c(=O)n(CCC#N)c(=O)n(CCC#N)c1=O
    1%	-2	25	5%	/	0%[11.4 µM]

# Eleven structures from above, ordered by molecular weight, smallest number first.
# The line under a structure holds: Giardia FBPA inh	CHX counter	Shiga toxin inh	Pf growth 96h	Pf growth 48h	Sm TGR block
NC(N)=NCCCc1cn(CC(=O)N2CCNCC2)nn1
    -2%	1	-9	50%[activator]	34%[activator]	5%
CN(Cc1ccccc1)C(=O)CN1C(=O)C2C3C=CC(C3)C2C1=O (stereo unspecified)
    2%	-2	7	?	-3%	-3%
CCn1c(SCC(=O)N2CCCC(C)C2)nnc1-c1ccco1 (stereo unspecified)
    4%	1	45	?	12%	-4%
Cc1cc(C(=O)CSc2nnnn2C)c(C)n1-c1cccc(F)c1
    -21%	40*	122*	?	91%[activator]	0%
CCCCC1=CC2=CC(=O)C(C)(OC(=O)CC)C(=O)C2=CN1C1CCCC1 (stereo unspecified)
    ?	-7	-9	?	?	-14%
Cc1ccc(CNC(=O)CCS(=O)(=O)c2cccc3nsnc23)cc1
    0%	-2	-10	-23%	-6%	-8%
C=CCN1C(=O)/C(=C\c2ccc(OC(=O)c3ccco3)c(OC)c2)SC1=S
    -2%	27*	41	?	-26%	5%
CCOc1ccc(S(=O)(=O)N2CCC(C(=O)NCc3cccnc3)CC2)cc1
    10%	0	-3	?	-27%	-10%
CC(C(=O)c1ccc(-c2ccccc2)cc1)[n+]1cccc(NC(=O)c2ccccc2)c1 (stereo unspecified)
    -1%	7	-13	-51%	?	0%
O=C(NCCc1nnc2ccc(NCCCN3CCOCC3)nn12)c1ccccc1
    /	-4	-11	7%	6%	2%
Cc1[nH]c(=O)[nH]c(=O)c1S(=O)(=O)N1CCCC(C(=O)NCc2ccc3c(c2)OCO3)C1 (stereo unspecified)
    3%	-4	13	?	?	-4%

# The listing continues.
# The line under a structure holds: Giardia FBPA inh	CHX counter	Shiga toxin inh	Pf growth 96h	Pf growth 48h	Sm TGR block
O=C(Nc1cccc(O)c1)c1cc(-c2ccc3c(c2)OCO3)on1
    3%	3	-2	?	-23%	-3%
c1ccc(-n2ncc3c(NCCCN4CCOCC4)ncnc32)cc1
    /	34*	148*	?	91%[activator]	0%
COc1ccccc1C(CNC(=O)CSc1ccc2ccccc2c1)N(C)C (stereo unspecified)
    /	-1	-15	?	?	-1%
O=S(=O)(Nc1ccc2nc(C(F)(F)F)[nH]c2c1)c1ccccc1
    -26%	-1	-15	18%	12µM*	16%
NC(=O)CC(NC(=O)Cc1ccc(Cl)cc1)c1ccc(NC2CCCCCCC2)c([N+](=O)[O-])c1 (stereo unspecified)
    3%	-3	-2	0%	-4%	0%
CC[C@@H](C)[C@H](NC(=O)CCc1c(C)c2cc3c4c(oc3c(C)c2oc1=O)CCCC4)C(=O)O
    4%	10	22	7%	12%	-24%
COc1ccc(OCC(=O)NC(CC(=O)O)c2ccc(OC)c(OC)c2)cc1 (stereo unspecified)
    6%	-3	-13	25%	5%	12%
O=C(NCc1cccnc1)Nc1cccc(F)c1
    2%	-1	9	19%	4%	8%

# Assay outcomes deposited in PubChem BioAssay by National Center for Advancing Translational Sciences (NCATS).
